Vif-A3G inh – inhibitors of Vif-APOBEC3G interaction; Q9HC16; HeLa A3G-eYFP + Vif (tagged APOBEC3G with the HIV-1 protein that degrades it), YFP fluorescence, overnight; Potency, µM (highest dose often 46.1 µM), without a hit: at the top dose activity, negative = active, hits mostly inhibitors; 410,000 tested, 0.076% active;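 note: potency is the fitted concentration of half-maximal effect; % is set by controls: 0 for no effect and ±100 for the full control effect; nearly all actives have a fitted effect of over 60% in size; hits raise eYFP signal because A3G escapes Vif-driven loss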
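HeLa cells stably expressing Vif and C-terminally eYFP-tagged A3G, seeded overnight at 37 deg C, then exposed to compound by pintool overnight at 37 deg C. Rise in yellow fluorescence (Ex 488/Em 500-530, Acumen) marks blocked Vif-driven A3G degradation.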
D2 PAM – D2 dopamine receptor (human) potentiation; P14416; HEK293 T-REx D2, calcium flux, EC20 dopamine potentiation; potentiation, % at 10 µM; 340,000 tested, 0.34% active;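 active = potentiation over 3 SD above the plate norm, cut at about 30% in these data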; note: 0% is about no effect
Target sequence (P14416 whole entry, looked up): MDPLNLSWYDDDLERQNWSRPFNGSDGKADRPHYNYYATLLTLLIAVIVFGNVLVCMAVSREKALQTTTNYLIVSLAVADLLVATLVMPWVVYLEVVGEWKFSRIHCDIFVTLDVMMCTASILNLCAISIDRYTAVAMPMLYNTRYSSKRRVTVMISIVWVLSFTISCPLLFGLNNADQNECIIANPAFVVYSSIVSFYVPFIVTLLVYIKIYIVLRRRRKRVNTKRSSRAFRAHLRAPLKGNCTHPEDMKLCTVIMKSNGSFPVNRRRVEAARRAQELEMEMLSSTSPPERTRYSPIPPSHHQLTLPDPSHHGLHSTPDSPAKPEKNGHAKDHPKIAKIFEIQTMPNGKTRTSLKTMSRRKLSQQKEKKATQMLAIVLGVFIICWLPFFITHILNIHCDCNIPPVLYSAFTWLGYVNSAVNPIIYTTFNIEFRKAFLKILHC
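Tetracycline-induced Hek293 Trex D2 cells, force-coupled to calcium, loaded with no-wash calcium dye. Compound added with 180 s kinetic read for agonism, then EC20 dopamine and a further 180 s read for potentiation.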
Glioma ERSR ind – inducers of ER stress response in human glioma cells | U87-MG GRP78 promoter luciferase reporter, 16 h | Potency, µM, for the others: at the highest dose activation, usual class: activators | 420,000 tested, 0.02% active | AID 602332; note: potency is the fitted concentration of half-maximal effect; series mostly up to about 76 µM; % of control where 0% means no effect; nearly all actives have a fitted effect of over 35% in size
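ERSR induction read as luciferase luminescence (Bright-Glo, 10 min at room temperature) in stably transfected human U87-MG glioma cells exposed to compounds for 16 h, using GRP78 as sensor.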
Vif-A3F inh – blocks the Vif interaction with APOBEC3F | AID 602313 | 390,000 tested, 0.2% active | Potency, µM (highest dose often 46.1 µM), inactives show top-dose activity, negative = active | HeLa A3F-eYFP + Vif (tagged APOBEC3F with the HIV-1 protein that degrades it), YFP fluorescence increase; note: potency is the fitted concentration of half-maximal effect; % of control where 0% means no effect; nearly all actives have a fitted effect of over 65% in size
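Fluorescence increase (Ex 488/Em 500-530) after overnight compound treatment at 37 deg C flags inhibition of Vif-driven A3F-eYFP loss in stable HeLa A3F-eYFP/Vif cells seeded overnight beforehand.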
D1 antag – blocks dopamine activation of the human D1 receptor | HEK293 TREx D1 cells, calcium flux, dopamine EC80; hits give low values | 360,000 tested, 3.2% active | activity change, negative = inhibition, % at 10 µM | AID 504652 | P21728; in the data active = activity change below about -30%; note: % is set by controls: 0 for no effect and ±100 for the full control effect
Target sequence (P21728 whole entry, looked up): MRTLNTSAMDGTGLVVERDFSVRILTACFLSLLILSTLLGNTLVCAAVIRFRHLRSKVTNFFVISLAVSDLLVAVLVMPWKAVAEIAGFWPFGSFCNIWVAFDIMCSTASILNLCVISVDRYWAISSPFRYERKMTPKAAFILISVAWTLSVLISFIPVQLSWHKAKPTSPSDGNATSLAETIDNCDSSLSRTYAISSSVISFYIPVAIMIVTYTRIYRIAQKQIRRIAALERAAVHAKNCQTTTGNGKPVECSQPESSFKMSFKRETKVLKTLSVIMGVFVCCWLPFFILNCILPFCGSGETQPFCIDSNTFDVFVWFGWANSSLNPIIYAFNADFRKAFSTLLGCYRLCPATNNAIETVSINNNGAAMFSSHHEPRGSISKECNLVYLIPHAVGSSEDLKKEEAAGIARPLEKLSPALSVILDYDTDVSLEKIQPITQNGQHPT
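Using tetracycline-induced force-coupled D1 Hek293 cells and a calcium dye, signals were followed for 180 s after compound, then for 180 s after EC80 dopamine, to detect inhibitors.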
D1 potentiator – human D1 dopamine receptor positive modulation; P21728; HEK293 TREx D1 cells, calcium flux, dopamine EC20 potentiation; potentiation, % at 10 µM; 360,000 tested, 0.036% active; AID 504651; in the data active = potentiation above about 30%; note: 0% is about no effect
D1 agonist – agonists of human D1 dopamine receptor | activation, % at 2 µM | HEK293 T-REx D1 cells, calcium flux, agonist mode | AID 504660 | P21728 | 360,000 tested, 1% active; in the data active = activation above about 30%; note: 0% is about no effect
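Inducible HEK293 T-REx D1 cells, force-coupled to calcium signalling, were plated at 4000 cells/well with tetracycline and held overnight at 30 C. After no-wash calcium dye loading, compound-evoked calcium rise over 180 s flagged agonists.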
LDHA block – inhibitors of human lactate dehydrogenase A. activity change, % (values are at about 110 or 230 µM). 480,000 tested, 0.15% active. AID 1347041. purified LDHA, NADH/diaphorase-resazurin fluorescence; hits give low values; in the data active = activity change below about -30%; inconclusive = mostly about -25% to -30%;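 note: plate controls were DMSO wells for no effect and wells without enzyme for full effect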
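Resorufin fluorescence (ex540/em590), read at 0 and 20 min after diaphorase/resazurin addition, reports the NADH left after a 5 min room-temperature reaction of 2 nM human LDH5 with 0.06 mM NADH and 0.2 mM pyruvate.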
RXFP1 ag – RXFP1 (human) receptor agonism; 370,000 tested, 0.3% active; HEK293T-RXFP1 cAMP TR-FRET, 30 min; response scale: percent of porcine relaxin response, buffer zero; Potency, µM (doses to about 57.5 µM), inactives show at the highest dose activation, actives largely listed as activators; Q9HBX9; note: potency is the fitted concentration of half-maximal effect; % is set by controls: 0 for no effect and ±100 for the full control effect; nearly all actives have a fitted effect of over 60% in size; many of its hits are not listed in these tables
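HEK293T cells stably expressing RXFP1 were pretreated with the PDE4 inhibitor Ro 20174, exposed to compounds for 30 min at 37C, lysed, and cAMP was read by TR-FRET. Data normalized to buffer (basal) and 29 nM porcine relaxin (100%).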
* hit, by the source's call; u = inconclusive; x = not tested or not shown. Unless noted, calls come from the whole dose curve; as a rule, active = well fitted curve in the direction sought with a large enough effect; inconclusive = small, poorly fitted or top-dose-only effect, or another doubt; inactive = no such curve, though single readings can be large; an effect the other way counts as inactive or inconclusive. An excerpt, so the mix of outcomes need not match the whole.

SMILES | Vif-A3G inh | D2 PAM | Glioma ERSR ind | Vif-A3F inh | D1 antag | D1 potentiator | D1 agonist | LDHA block | RXFP1 ag
O=C(NC1CCCCCCC1)c1ccc(S(=O)(=O)N2CCCC2)cc1 | 0% | 12 | -5% | 6% | -6 | -3 | 1 | -1 | 1.7%
CC(=O)N1CCN(C(=O)COC(=O)CNC(=O)c2ccccc2C)CC1 | 0% | -1 | -2% | 1% | 11 | -9 | 2 | -4 | 0.1%
Cc1ccc2cc(C(c3nnnn3C3CCCC3)N(Cc3ccccc3)Cc3ccco3)c(=O)[nH]c2c1 (centres undefined) | 0% | 6 | -5% | -4% | -10 | -2 | 2 | -7 | -0.6%
CN(CCC#N)C(=O)COC(=O)/C=C/c1cccs1 | -1% | 12 | 1% | 7% | -2 | -2 | 1 | -3 | 0.1%
CCCCCCCC(=O)NC(Nc1ccc(S(N)(=O)=O)cc1)C(Cl)(Cl)Cl (centres undefined) | -3% | -4 | 2% | -14% | 4 | -3 | 1 | 3 | -0.1%
Nn1c(COc2cccc(Cl)c2)nc2ccccc2c1=O | -6% | 7 | 3% | 4% | -21 | -6 | 3 | -8 | -0.1%
CCCCOC(=O)n1c(=O)oc2cc(S(=O)(=O)N3CCCCC3)ccc21 | -9% | 0 | -2% | -6% | -7 | -4 | 4 | -2 | -1.3%
CC(C)C(C(=O)N1CCN(Cc2ccccc2)CC1)c1ccccc1 (centres undefined) | 2% | 3 | -8% | 3% | 9 | 27 | 2 | -6 | -0.3%
CCOC(=O)c1c(NC(=O)CSc2nnnn2C)sc(C)c1-c1ccc(C)cc1 | 1% | 6 | 0% | -6% | 1 | 0 | 3 | 3 | 2.8%
COc1ccccc1C1C2=C(CC(C)(C)CC2=O)Nc2nnnn21 (centres undefined) | -1% | -3 | -1% | 0% | -3 | -1 | 2 | -4 | 1.1%
CCCCNC(=O)C(=O)Nc1ccc2c(c1)N(S(=O)(=O)c1cccs1)CCC2 | u | x | -4% | -14% | x | x | x | -2 | x
O=C(CCCc1ccccc1)c1ccc2c(c1)OCCO2 | -5% | -2 | -13% | 4% | 0 | -4 | 3 | 3 | -1.0%
CC(=O)N1CCN(C(=O)Cn2c(=O)oc3ccccc32)CC1 | 1% | 0 | -3% | -1% | -11 | -1 | 3 | -3 | 1.9%
C[C@H](NC(=O)[C@@H]1Cc2ccccc2CN1)C(=O)NCC1CCCO1 (some centres undefined) | 1% | 11 | -3% | 1% | 4 | 1 | 3 | -1 | 0.5%
CCOC(=O)N1CCN(Cc2nc(Cc3cccc(C(F)(F)F)c3)no2)CC1 | -1% | 2 | 0% | -11% | -10 | -6 | 0 | -4 | -2.1%
CCCCOc1ccc(C(=O)Nn2cnnc2)cc1 | 0% | -4 | -2% | -5% | -1 | -7 | 1 | -8 | 1.0%
COC(=O)c1c(NC(=O)c2nc3ncccn3n2)sc(C(=O)N(C)C)c1C | x | x | x | x | 14 | 8 | 1 | x | -1.0%
Cc1ccc(Sc2ccc(N3CCCC(C(=O)Nc4ccc(F)cc4F)C3)nn2)cc1 (centres undefined) | 3% | 14 | -1% | -2% | 5 | 1 | -2 | -1 | 12%
Fc1cccc(CCN2CCN=C2Nc2ccccc2)c1 | 4% | -20 | -3% | 0% | -18 | -5 | 20 | -7 | -1.0%
O=C(COC(=O)Cc1cccs1)Nc1ccccc1Cl | 2% | 1 | 0% | -9% | 4 | -5 | 2 | -3 | 0.6%
COc1ccccc1C(CNC(=O)C1CCN(C(=O)Nc2ccccc2)CC1)N1CCCC1 (centres undefined) | 3% | -5 | -4% | 3% | -17 | -5 | 1 | -8 | -0.8%
CNc1nc(C)cc(C)c1S(=O)(=O)c1ccc(C)cc1 | -7% | x | 0% | -15% | x | x | x | -3 | 2.0%
CCN(C(=O)CN1CCN(c2ccccc2OC)CC1)c1c(N)n(Cc2ccccc2)c(=O)[nH]c1=O | 0% | -5 | -1% | -1% | 2 | 1 | 4 | -2 | 0.2%
COc1ccccc1/C=N/NS(=O)(=O)c1ccccc1 | -6% | 9 | -1% | -11% | 20 | 3 | 6 | -2 | -2.7%
CC(=O)c1ccccc1NC(=O)COc1ccc(N(C)S(=O)(=O)c2ccc(C)c(C)c2)cc1 | 2% | -8 | -2% | 1% | -20 | -2 | 4 | 1 | -1.3%
CC(C)Cc1ccc(/C=C/C(=O)NC2CC2)cc1 | 0% | -8 | 3% | 3% | -16 | -1 | 6 | -4 | 1.9%
COC(=O)[C@@]1(Cc2ccccc2)[C@H]2C(=O)N(Cc3ccccc3)C(=O)[C@H]2[C@H]2CN=C(SC)N21 | 0% | x | 2% | 11% | x | x | x | 3 | x
O=[N+]([O-])c1ccc2nc(-c3ccc(Cl)cc3)[nH]c2c1 | 1% | -4 | -3% | 2% | -49* | -4 | 27 | 1 | 0.2%
NC(=O)CSC1=Nc2ccccc2C2=NC(CCC(=O)NCc3ccc(F)cc3)C(=O)N12 (centres undefined) | 5% | -6 | 1% | x | 0 | -3 | 2 | -8 | 11%
Cc1cccc[n+]1CC(=O)Nc1ccc([N+](=O)[O-])cc1 | 0% | 8 | -1% | 2% | -6 | -1 | 6 | -6 | -1.5%
CC(Oc1ccccc1)C(=O)Nc1ccc(C(=O)OCc2cc(=O)n3ccsc3n2)cc1 (centres undefined) | 1% | 1 | -6% | 0% | 10 | 1 | 15 | 2 | 4.1%
O=C(CN1c2cccc3cccc(c23)S1(=O)=O)NCc1ccccc1Cl | -6% | x | -1% | -8% | x | x | x | -5 | x
CCC(=O)N1CCc2cc(Br)cc(S(=O)(=O)NCCc3ccccc3Cl)c21 | 4% | -12 | 0% | 0% | -17 | 0 | 2 | -5 | 0.0%
COc1ccc2oc(C(=O)N3CCN(C(c4ccccc4)c4ccccc4)CC3)c(C)c2c1 | -1% | 13 | 0% | -14% | 0 | -1 | 6 | -14 | -1.6%
CC(NC(=O)c1ccc(Br)o1)c1ccc(-n2ccnc2)cc1 (centres undefined) | -3% | x | 0% | 0% | x | x | x | 2 | x
CN(C)Cc1c(-c2ccc(Cl)cc2)nc2ccccn12 | 1% | -5 | 3% | 11% | -2 | -6 | -1 | -1 | 20%
COC(=O)c1c(C)sc(-c2c(-c3ccc(OC)c(F)c3)[nH]c3c2c(=O)n(C)c(=O)n3C)c1O | x | 20 | x | x | 2 | 0 | 10 | -3 | 0.9%
O=C(COC(=O)c1cc([N+](=O)[O-])ccc1NCCO)Nc1cccc(S(=O)(=O)N2CCCC2)c1 | 0% | 5 | -4% | 3% | -20 | -3 | 3 | -6 | 1.6%
Cc1ccc(-n2c(C)cc(C(=O)OCC(=O)N(CC(C)C)C3CCS(=O)(=O)C3)c2C)cc1 (centres undefined) | -7% | 11 | -3% | 5% | -8 | -2 | 7 | 0 | 5.2%
CCOC(=O)c1sc(=S)n(-c2ccc(OC)cc2)c1N | -1% | 0 | 0% | -5% | 18 | -3 | 1 | -5 | 2.5%
CCCCn1c(N)c(N(C(=O)CSc2nncn2-c2ccccc2C)C2CCCC2)c(=O)[nH]c1=O | -1% | x | -2% | 3% | x | x | x | -4 | x
Cc1cccc(NC(=O)c2c([N+](=O)[O-])c(C(C)(C)C)nn2C)c1 | 0% | -5 | -4% | -8% | -20 | -6 | 13 | -3 | 0.2%
CCOC(=O)c1nnn(-c2nonc2N)c1-c1ccccc1Cl | -7% | 3 | -3% | -5% | -23 | -4 | 1 | 2 | -1.5%
CCOC(=O)C1CCN(C(=O)/C=C/c2ccc(S(=O)(=O)N3CCOCC3)cc2)CC1 | 4% | x | -2% | 5% | x | x | x | -4 | x
COc1ccccc1N1CCN(C(CNC(=O)c2ccco2)c2cccnc2)CC1 (centres undefined) | 4% | -5 | -2% | 4% | 21 | -4 | -1 | 6 | 1.4%
C[N+](C)(C)CCOC(=O)C1(c2ccccc2)CCCC1 | 1% | -6 | -5% | 3% | x | -1 | -1 | -12 | 1.2%
O=C(CN1C(=O)c2cccc3cccc1c23)Nc1cccc(F)c1 | -1% | -7 | -3% | 2% | -15 | -2 | 0 | -6 | 4.3%
O=C(COC(=O)C1CCC1)Nc1ccc(Cl)cn1 | 4% | x | 0% | 9% | x | x | x | -8 | x
COCc1cc(C)n(CC(=O)Nc2ccccc2OC)c(=O)c1C#N | 0% | 1 | -4% | -4% | -2 | -4 | 3 | -17 | 3.0%
COc1ccc(/C=C/C(=O)Nc2nc(C)cc(C)n2)cc1OC | -2% | 2 | -1% | x | -17 | 1 | 1 | 3 | 0.7%
COc1cccc(/C=N\Nc2nncc(-c3ccccc3)n2)c1 | -1% | x | 4% | 7% | x | x | x | -3 | 0.3%
CCCn1c(C)cc(-c2csc(NC(=O)CCc3nc4ccccc4c(=O)[nH]3)n2)c1C | 1% | 9 | -5% | -9% | -3 | -1 | 2 | -5 | 0.5%
COC(=O)C1=C(C(=O)OC)C2(OC1c1ccccc1C)C(=O)c1ccccc1C2=O (centres undefined) | 0% | 6 | -2% | 2% | 0 | 0 | 2 | -10 | -1.7%
O=c1[nH]c(C2CCN(S(=O)(=O)c3ccccc3F)CC2)nc2c1nnn2Cc1ccc(OC(F)(F)F)cc1 | -14% | 5 | -3% | -18% | -4 | -1 | 1 | -8 | 0.2%
COc1ccc(S(=O)(=O)CCC(=O)N2CCN(c3ccc(F)cc3)CC2)cc1 | 2% | -1 | -3% | 1% | 15 | -4 | 13 | -1 | 3.9%

Among those listed so far, 2 contain a CF3 group:
SMILES | Vif-A3G inh | D2 PAM | Glioma ERSR ind | Vif-A3F inh | D1 antag | D1 potentiator | D1 agonist | LDHA block | RXFP1 ag
CCOC(=O)N1CCN(Cc2nc(Cc3cccc(C(F)(F)F)c3)no2)CC1 | -1% | 2 | 0% | -11% | -10 | -6 | 0 | -4 | -2.1%
O=c1[nH]c(C2CCN(S(=O)(=O)c3ccccc3F)CC2)nc2c1nnn2Cc1ccc(OC(F)(F)F)cc1 | -14% | 5 | -3% | -18% | -4 | -1 | 1 | -8 | 0.2%

Screens: PubChem, National Center for Advancing Translational Sciences (NCATS)
